Compound activity deposited in PubChem by several laboratories.
AID2073: inhibitors of Mint1-CaV2.2 protein interaction, biochemical, HTRF (AID 2073). HTRF protein-protein interaction, Mint1-CaV2.2; higher % means a stronger effect. inhibition, % at 20 µM, or IC50 in µM where a hit was titrated. 290,000 tested, 0.19% active. Voltage-dependent N-type calcium channel subunit alpha-1B (Homo sapiens); in the data active = inhibition mostly above about 51%, no sharp cut-off; inconclusive = no clear call, values can overlap the other calls; inactive = mostly below about 53%; note: some results filed as inactive read as strong as hits
Dynein transport: inhibitors of GR-EGFP nuclear translocation, primary screen, dynein cargo transport inhibitor project, imaging, high-content, 3617.4 mouse cells. test concentration mostly 20 µM; stimulated with dexamethasone, 1 µM; hits give low values. 220,000 tested, 0.47% active. z-score, hits read low. AID 1381, 2008;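 active = plate z-score of nuclear minus cytoplasmic receptor signal below a set negative limit, without overly bright fluorescence or cell loss, cut at about -3.5 in these data, passing the limit was not always enough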;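 note: z-score of nuclear minus cytoplasmic ring GR-EGFP intensity difference per well; some compounds called inactive have numbers as strong as hits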
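Buffer or medium: tet-free, stripped-serum medium; Also added: dexamethasone, 1.0 µM final; Technique: high-content fluorescence imaging after fixation; Times: 48 h induction, 1 h compound, 30 min dex at 37 °C; Read-out: per-cell GR-EGFP intensity, nucleus versus surrounding cytoplasmic ring, well-averaged.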
HIV peptide binding: inhibitors of HIV fusion peptide binding, primary screen, biochemical, uHTS, fluorescence dequenching (AID 1986). 290,000 tested, 0.3% active. cell-free peptide binding, fluorescence dequenching, 30 min; higher % means a stronger effect. inhibition, % at 20 µM; hits with a dose series show IC50 in µM; in the data active = inhibition mostly above about 52%, no sharp cut-off; inactive = mostly below about 76%; note: some results filed as inactive read as strong as hits
MT stabilize HCS: microtubule stabilizers in HeLa cells, primary screen, imaging, high-content imaging; HeLa tubulin immunostaining HCS, 24 h; share of cells brighter than vehicle mean+2SD; % tubulin-high responders, % at 10 µM; 200,000 tested, 0.83% active;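 active = plate Z-score above 3 for both tubulin-high and condensed-nucleus cell shares, with cell loss under 80%, at 10 µM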;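 note: anti alpha tubulin signal scored within the nucleus-defined area of each cell; some results filed as inactive read as strong as hits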
b-catenin transl: modulators of beta-catenin nuclear translocation, primary screen, imaging, HeLa cells, immunofluorescence, high-content | AID 1665, 2009 | 190,000 tested, 0.3% active | nuclear translocation activity, % at 5 µM;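 active = nuclear translocation activity above 50% at 5 µM, with a well cell count of 50 or more; inconclusive = wells under 50 cells across six images, flagged as toxic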;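 note: per-cell ratio of nuclear to cytoplasmic median beta-catenin stain intensity; plate controls were DMSO negative control for no effect and GSK-3 inhibitor IX positive control for full effect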
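System: HeLa cells, endogenous beta-catenin; compound dosing: 5 µM primary single dose, 0.1% DMSO, 0.02–20 µM confirmation series; incubation: 24 h compound exposure at 37°C, 5% CO2; signal: beta-catenin immunofluorescence imaging with DAPI; evaluation: % activation, nuclear-to-cytoplasmic median beta-catenin signal ratio per cell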
Yfh1-off respiration: enhancers of respiration in Yfh1-depleted yeast, dose response, Friedreich's ataxia, plus single-dose screen (AID 1465) | S. cerevisiae Yfh1-off respiration, WST-1 reduction, 72 h; higher fold induction means a stronger effect | one-dose fold induction at 50 µM; EC50 in µM for titrated hits | 220,000 tested, 0.074% active;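 active = fold induction of absorbance versus untreated yeast above a set limit, then at least 30% activation at any dose in follow-up; inconclusive = repeats straddling the limit, or above it without dose testing; inactive = fold induction below the set limit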;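 note: activators that raise dye reduction in frataxin-depleted yeast; strong numbers were not always called active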
Ins promoter up: insulin promoter activators in MIN6 cells, imaging, high-content screening, mouse beta cells. MIN6 insulin promoter-GFP reporter; hits give high values. z-score at 5 µM. 190,000 tested, 0.3% active. AID 1625, 2009;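 active = z-score above 3 at 5 µM with at least 500 cells counted in the well; inconclusive = wells under 500 cells, flagged as cytotoxic or low count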
WT yeast gro inh: growth inhibition of WT strain, primary screen, mitochondrial fusion inhibitor project, WT and mutant strains, chemical genetic. mitochondrial fusion phenotypic screen. inhibition, % at 10 µM. 190,000 tested, 2.1% active; in the data active = inhibition above about 58%; tested in S. cerevisiae
Autophagy HCS: autophagy modulators in MEF cells, primary screen, imaging, high-content, MEF GFP-LC3. 190,000 tested, 0.98% active. AID 463193, 2010. calls only at 10 µM (by protocol). MEF GFP-LC3 puncta imaging; test concentration mostly 10 µM;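 active = percentage of spot-positive cells more than 3 SD above its plate mean, without a fluorescence outlier flag or 80% toxicity; inconclusive = no clear call, values can overlap the other calls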;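 note: spot-positive cell cutoff set from DMSO-treated cells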
WT yeast gro inh mutant strain: recorded beside WT yeast gro inh, whose call it bears; inhibition, %; mitochondrial fusion phenotypic screen, mutant strain inhibition
Dynein transport cytoplasmic EGFP: recorded beside Dynein transport, whose call it bears; z-score; measured here: cytoplasmic GR-EGFP intensity; hits give high values
Dynein transport nuclear GR-EGFP: also measured in Dynein transport; calls as there; z-score; measured here: nuclear GR-EGFP intensity;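 lower value marks the stronger effect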
Dynein transport cell count: further read-out of Dynein transport, marked with its call; z-score; measured here: cell count per field
Ins promoter up cell count: second read-out of Ins promoter up, no call of its own (marks repeat the call); cell count; measured here: cytotoxicity, nuclei count;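 total cells summed across four imaged fields per well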
b-catenin transl cell count 5 µM: also measured in b-catenin transl; calls as there; cell count; measured here: cell count, cytotoxicity flag
MT stabilize HCS Hoechst-high %: recorded beside MT stabilize HCS, whose call it bears; % Hoechst-high responders; measured here: nuclear condensation Hoechst responders;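 share of cells brighter than vehicle mean plus two SD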
MT stabilize HCS cytotoxicity %: also measured in MT stabilize HCS; calls as there; toxicity, %; measured here: cytotoxicity by cell density;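 0% = mean cell density of plate MIN control wells and 100% = no cells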
Autophagy HCS cell loss 18 h: further read-out of Autophagy HCS, marked with its call; toxicity, %; measured here: cell loss, nuclei count;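 cell loss after 18 h compound exposure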
Numbers without * were called inactive; i = inactive; ? = inconclusive; nt = not tested or not shown.

SMILES,AID2073,Dynein transport,Dynein transport cytoplasmic EGFP,Dynein transport nuclear GR-EGFP,Dynein transport cell count,HIV peptide binding,MT stabilize HCS,MT stabilize HCS Hoechst-high %,MT stabilize HCS cytotoxicity %,b-catenin transl,b-catenin transl cell count 5 µM,Yfh1-off respiration,Ins promoter up,Ins promoter up cell count,WT yeast gro inh,WT yeast gro inh mutant strain,Autophagy HCS,Autophagy HCS cell loss 18 h
O=C1N=c2ccccc2=C1c1[nH]c(=S)[nH]c1O,3%,1.1,-0.027,0.94,-1.1,-2.2%,3.5,3.1,2.9,2.1,1109,i,0.42,1480,0,-3,i,0
COC(=O)CNC(=O)COC(=O)c1ccc(OC)c([N+](=O)[O-])c1,-14%,-0.62,2.5,-0.26,0.47,0.7%,2.3,2.8,1.0,-1.1,1085,i,-0.87,1455,5,-19,i,-37
C=C(C)COc1ccc(-c2n[nH]c(C)c2-c2ccccc2)c(O)c1,12%,0.26,1,0.38,-0.028,3.1%,3.8,2.3,28,1.0,1093,i,-0.15,1050,47,37,i,13
CC1CCN(S(=O)(=O)c2cc([N+](=O)[O-])ccc2Cl)CC1,18%,0.18,-0.14,0.16,0.14,-2.1%,2.3,3.4,10.0,1.1,1104,i,0.71,1099,9,-37,i,-4
Cc1cc(=O)oc2c1c(C(F)(F)F)nn2-c1ccccc1,7%,-0.67,-0.29,-0.34,0.55,1.8%,nt,nt,nt,-4.0,1203,i,0.49,1340,nt,nt,nt,nt
CCC(=O)c1ccc(Oc2ccc(C(=O)c3ccc(C)cc3)cc2[N+](=O)[O-])cc1,-2%,0.16,-0.18,1.3,-0.96,3.2%,6.4,4.2,8.4,-0.7,711,i,0.26,2293,22,-3,i,13
CCOC(=O)c1cc2sc(C)cc2n1CC(=O)NCc1ccc(F)cc1,-2%,-1.1,-0.26,-0.37,0.32,0.4%,2.3,2.2,7.7,-0.3,1056,i,0.3,1770,10,7,i,2
COc1ccc(NC(=S)Nc2ncccc2C)c(OC)c1,5%,-0.41,-0.047,0.52,-0.17,-3.0%,2.0,2.6,9.6,-2.3,1336,i,-0.18,1646,21,16,i,37
O=C(NN=C1C2CC3CC(C2)CC1C3)c1cccc(S(=O)(=O)N2CCOCC2)c1,11%,-0.88,-0.2,-0.22,1.1,2.1%,1.9,1.7,0.3,0.2,913,i,0.51,1340,-4,-13,i,10
NS(=O)(=O)c1ccc(CCNC(=S)NC2CCCCC2)cc1,32%,0.095,-0.28,-0.064,-0.41,-1.1%,nt,nt,nt,0.1,1268,i,-0.14,1094,nt,nt,nt,nt
CCCNc1nc2c(c(=O)[nH]c(=O)n2C)n1CCc1ccccc1,2%,-0.069,-0.15,0.079,0.022,-2.1%,3.7,1.3,7.4,-0.9,1015,i,-0.41,1846,3,-10,i,-11
CC1(C)C2CCC1(CS(=O)(=O)NC1CCCC1)C(=O)C2 (stereo not drawn),-6%,-1,-0.29,-0.4,1.1,3.2%,1.3,1.4,3.7,0.0,1073,i,0.09,1323,2,-2,i,-33
CCOc1ccc(OCCOc2cccc(C(F)(F)F)c2)cc1,23%,0.25,1.8,1.1,0.6,4.8%,2.4,1.9,6.9,1.3,1403,i,0.2,1362,6,2,i,14
Cc1cc(NC(=O)CCC(=O)N(c2ccc(F)cc2)C(C(=O)NC2CCCC2)c2ccc(C)o2)no1 (stereo not drawn),-4%,-0.94,-0.24,-0.39,0.85,-1.4%,2.0,1.3,10,0.9,993,i,0.8,1503,-18,-9,i,2
COc1ccc2c(c1)Cc1sc(NC(C)=O)nc1-2,-1%,0.26,-0.23,0.48,0.61,2.6%,2.4,2.1,5.0,nt,nt,i,-0.01,1358,-16,-7,i,-2
Cc1ccc(-c2nnn(CC(=O)NCC3COCCO3)n2)o1 (stereo not drawn),-4%,-0.85,-0.3,-0.1,1.5,0.5%,2.2,2.7,13,-1.6,925,i,0.44,1261,9,-1,i,-3
CC(C)c1ccc(NC(=O)C2CC(=O)N=C(N)S2)cc1 (stereo not drawn),-10%,-0.071,0.091,-0.013,0.28,-1.6%,3.8,3.5,5.6,0.3,920,i,0.88,1249,2,-8,i,-5
CCOC(=O)NC1(NCC(C)C)Oc2ccccc2O1,0%,-0.54,-0.2,-0.15,0.55,8.4%,1.1,1.2,6.1,0.3,1202,i,-0.23,1049,-8,-1,i,-10
COc1cccc(OC)c1C(=O)NCCSC1CCCCC1,4%,1.2,-0.29,0.92,-0.15,1.2%,2.2,1.6,0.9,-1.7,1001,i,-0.23,1506,-7,15,i,-14
Cc1cc(C)c(S(=O)(=O)N(CC(=O)N2CCOCC2)C2CCCCC2)c(C)c1,16%,0.29,-0.29,-0.49,0.23,-0.8%,2.2,1.9,8.3,nt,nt,i,-0.5,1300,-18,9,i,-1
O=[N+]([O-])c1ccc(N2CCN(S(=O)(=O)c3ccccc3)CC2)c2cccnc12,2%,-0.46,-0.3,-0.067,0.28,-0.7%,3.7,2.3,2.3,0.5,1554,i,-2.3,1290,0,4,i,2
Cc1cc(C)cc(-n2cc[nH]c2=S)c1,-2%,0.18,-0.27,-0.22,-0.2,0.0%,2.1,3.9,11,-1.5,1016,i,-0.12,1391,-4,6,i,3
Nc1cc(N2CCCCC2)c([N+](=O)[O-])cc1Cl,-3%,-0.13,-0.28,-0.44,0.21,-2.0%,3.0,4.0,3.4,0.0,850,i,0.62,2201,2,-8,i,-15
COc1cc(CNCCc2c[nH]c3ccccc23)ccc1OCc1ccccc1F,0%,0.38,-0.059,0.74,-0.19,-3.0%,21,5.3,27,2.4,1306,i,-0.9,577,-1,5,i,13
NS(=O)(=O)c1ccc(NC(=O)/C=C/c2cccs2)cc1,-20%,0.37,1.3,1.1,-1,-1.7%,nt,nt,nt,-0.8,1299,i,-0.01,1052,nt,nt,nt,nt
COc1ccc(C(=O)Nc2cc(C)on2)cc1S(=O)(=O)N1CC(c2ccccc2)CC1=O (stereo not drawn),8%,-0.97,-0.21,-0.44,0.83,-0.1%,5.3,1.9,0.8,0.2,1120,i,nt,nt,7,2,i,20
O=C(NCc1ccccc1)c1ccccc1CO,6%,0.26,-0.14,0.22,-1,0.7%,2.0,3.0,7.6,nt,nt,i,-0.11,1181,-11,-7,i,7
Cc1cccn2c(=O)c3cc(C#N)c(=O)n(CCCN4CCOCC4)c3nc12,6%,-1,-0.2,0.1,0.29,12%,2.3,1.9,11,-1.2,1023,i,0.54,1188,-3,-3,i,5
Cc1cccc(NC(=O)N2CCN(Cc3ccccc3)CC2)c1,7%,0.42,-0.22,0.69,0.4,1.9%,3.3,1.5,5.8,0.6,1138,i,nt,nt,-6,-7,i,-4
COc1cc(NC(=O)CN2C(=O)CN(C)C2=O)c(C)cc1[N+](=O)[O-],0%,-0.37,-0.49,0.23,0.009,-1.4%,5.8,3.1,10,-2.9,1108,i,0.8,1238,7,10,i,-4

The list continues.
SMILES,AID2073,Dynein transport,Dynein transport cytoplasmic EGFP,Dynein transport nuclear GR-EGFP,Dynein transport cell count,HIV peptide binding,MT stabilize HCS,MT stabilize HCS Hoechst-high %,MT stabilize HCS cytotoxicity %,b-catenin transl,b-catenin transl cell count 5 µM,Yfh1-off respiration,Ins promoter up,Ins promoter up cell count,WT yeast gro inh,WT yeast gro inh mutant strain,Autophagy HCS,Autophagy HCS cell loss 18 h
Cc1cccc(NCC(=O)N/N=C/c2cccc(Br)c2)c1,-4%,-0.58,-0.32,-0.6,-0.31,-2.9%,2.8,2.8,1.9,-0.7,1071,i,-0.26,1153,0,8,i,0
COc1cc2c(cc1OC)CN(C(=O)c1cccs1)CC2,-7%,-0.28,-0.054,0.22,0.2,1.4%,3.2,2.2,6.4,-1.5,900,i,0.6,1429,30,24,i,27
COc1ccc(NC(=O)CSc2nnc(-c3ccccc3)n2N)cc1,14%,-0.26,-0.21,-0.76,1.1,-1.1%,3.6,2.0,5.3,-2.7,1275,i,0.49,1136,1,-8,i,1
CCOC(=O)C1(CC2CCCCO2)CCN(Cc2nc(C(C)C)cs2)CC1 (stereo not drawn),12%,-0.89,-0.21,-0.63,0.79,-1.3%,0.5,0.9,5.6,-1.3,1022,i,0.38,1536,5,9,i,4
COc1cc(OC)c(NS(=O)(=O)c2coc(C(N)=O)c2)cc1Cl,2%,-0.29,-0.28,0.025,0.73,-0.2%,7.0,1.9,5.9,-6.5,1222,i,-0.14,1080,3,-7,i,-1
Cc1ccc(-n2c(C)cc(C(=O)COC(=O)c3c(C)noc3C)c2C)cc1,10%,-0.016,-0.13,0.36,-0.81,0.9%,7.8,2.0,13,-2.5,980,i,?,nt,54,7,i,31
Cc1[nH]c2ccccc2c1C(O)CN1CCC2(CC1)OCCO2 (stereo not drawn),12%,0.11,-0.2,-0.019,-0.23,-0.5%,nt,nt,nt,0.0,1351,i,-0.41,1422,nt,nt,nt,nt
